# MEKK2 mut-MEK5: signal of MEK5 binding to mutant human MEKK2 PB1 domain; AID 1530; percent response, % at 10 µM; bead flow cytometry, Alexa488-MEK5 binding to MEKK2 mutant; 290,000 tested, 0.35% active; in the data active = percent response above about 24%, passing the limit was not always enough; note: inactives centre near 1; some results filed as inactive read as strong as hits; reference of the scale not given here
# PfM18AAP inh: blocks P. falciparum M18 aspartyl aminopeptidase. inhibition, % at 7.35 µM. 290,000 tested, 1.2% active. recombinant PfM18AAP, H-Glu-NHMec fluorogenic cleavage;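 active = inhibition above the campaign mean inhibition over all tested compounds plus 3 SD, cut at about 28% in these data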;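 note: 0% = plate median of test compound wells and 100% = 2 mM ZnCl2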
# MEKK3 PB1 HTS: raises or lowers MEK5 binding to the human MEKK3 PB1 domain. 290,000 tested, 1.4% active. binding response (% of control), % at 10 µM. bead-based flow cytometry, Alexa488-MEK5 binding to MEKK3; actives lie on both sides; 0 = blocked by unlabeled MEK5, 100 = vehicle. Q99759;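 active = binding response more than 3 SD above or below the average of its plate-row segment, actives on both sides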;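 note: Alexa488 bead fluorescence after subtracting the streptavidin-only scavenger bead signal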
# Target sequence (Q99759 whole entry, looked up, the tested form may be a part): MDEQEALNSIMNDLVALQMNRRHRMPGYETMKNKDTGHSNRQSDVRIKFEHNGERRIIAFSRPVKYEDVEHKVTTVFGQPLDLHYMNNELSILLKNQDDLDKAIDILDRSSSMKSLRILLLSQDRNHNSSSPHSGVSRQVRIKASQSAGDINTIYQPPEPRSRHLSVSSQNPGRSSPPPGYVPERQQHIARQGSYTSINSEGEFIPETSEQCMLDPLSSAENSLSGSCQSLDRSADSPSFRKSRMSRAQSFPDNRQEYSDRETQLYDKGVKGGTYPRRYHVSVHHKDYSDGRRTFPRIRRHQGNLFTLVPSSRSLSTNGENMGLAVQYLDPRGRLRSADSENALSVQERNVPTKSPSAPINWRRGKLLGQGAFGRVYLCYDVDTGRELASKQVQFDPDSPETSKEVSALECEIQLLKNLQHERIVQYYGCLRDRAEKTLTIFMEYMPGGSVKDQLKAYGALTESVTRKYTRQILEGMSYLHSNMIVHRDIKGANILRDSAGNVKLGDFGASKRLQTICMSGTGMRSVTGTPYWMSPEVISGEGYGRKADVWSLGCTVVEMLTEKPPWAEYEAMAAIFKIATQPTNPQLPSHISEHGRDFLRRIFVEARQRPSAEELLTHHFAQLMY
# MEKK2 WT-MEK5: raises or lowers MEK5 binding to wildtype human MEKK2 PB1 domain | bead flow cytometry, Alexa488-MEK5 binding to MEKK2 WT; actives lie on both sides | AID 1531 | binding response (% of control), % at 10 µM | Q9Y2U5 | 290,000 tested, 1.1% active; in the data active = binding response below about 67% or above about 130%
# IDE cell activ: boosts human insulin-degrading enzyme activity in HEK cells; FAbeta-B cleavage, fluorescence polarization; 0% vehicle, 100% cell-free pure enzyme wells; activation, % at 5.96 µM; 340,000 tested, 0.073% active;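 active = activation above the mean of all tested compounds plus 3 SD, set per screening campaign, cut at about 17% in these data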
# IDE cell inh: cellular human IDE inhibition; P14735; HEK cells, FAbetaB cleavage, fluorescence polarization; inhibition, % at 5.59 µM; 320,000 tested, 0.41% active; AID 434962;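 active = percent inhibition above the average of all tested compounds plus 3 SD, set per screening campaign, cut at about 16% in these data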;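 note: IDE supplied by intact live HEK cells; FP after avidin binding of uncleaved biotin substrate so inhibition keeps polarization high; 0% = DMSO wells and 100% = 60 µM reference IDE inhibitor Ii1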
# NALP1 yeast inh: blocks the NALP1 inflammasome reconstituted in yeast; 280,000 tested, 0.61% active; inhibition, % at 10 µM; S. cerevisiae NALP1/ASC/caspase-1 growth, X-gal OD620, 72 h; AID 2071; in the data active = inhibition mostly above about 24%, no sharp cut-off; inactive = mostly below about 32%; note: some compounds called inactive have numbers as strong as hits
# SUMO HTRF inh: inhibitors of human SUMOylation (UBC9) | P63279 | HTRF SUMOylation assay, SAE1/SAE2 + UBC9, in vitro | inhibition, % at 35 µM | 290,000 tested, 0.36% active; in the data active = inhibition above about 50%, passing the limit was not always enough; note: strong numbers were not always called active
# Target sequence (P63279 whole entry, looked up): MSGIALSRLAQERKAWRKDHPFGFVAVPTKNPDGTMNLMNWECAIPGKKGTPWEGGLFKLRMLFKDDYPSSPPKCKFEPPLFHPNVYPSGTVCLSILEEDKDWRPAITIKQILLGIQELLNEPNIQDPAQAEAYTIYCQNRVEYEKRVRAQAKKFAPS
# p-CIP stab down: lowers stability of the mouse p/CIP coactivator protein | decrease of EGFP signal, % at 10 µM | 290,000 tested, 0.01% active | AID 1984 | F442A p/CIP-EGFP cells, EGFP fluorescence, 16 h | Q05BA5;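 active = EGFP signal decrease of at least 30% at 10 µM or well 3 SD below plate mean, unless failing retest; inactive = the rest, including hits failing retest or dose response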; note: some compounds called inactive have numbers as strong as hits; many of its hits are not listed in these tables
# An asterisk follows results filed as active; · = not tested or not shown.
MEKK2 mut-MEK5,PfM18AAP inh,MEKK3 PB1 HTS,MEKK2 WT-MEK5,IDE cell activ,IDE cell inh,NALP1 yeast inh,SUMO HTRF inh,p-CIP stab down,Molecule
1.0,-1.3,103.0,103.0,3.0,5.7,22.5,11.3,-4.5,NC(=O)COc1ccc2cc(-c3ccc(F)cc3)c(=O)oc2c1
-4.0,1.4,86.0,86.0,2.3,4.2,23.8,-2.6,-3.0,Nc1c(-c2cccc([N+](=O)[O-])c2)nc2ccccn12
7.0,1.4,102.0,107.0,7.8,0.4,8.0,-5.4,-9.9,O=C(NCc1ccncc1)C(=O)NCC1OCCCN1S(=O)(=O)c1cc(F)ccc1F (stereo not given)
1.0,0.2,98.0,103.0,-0.6,4.3,36.3,5.1,-19.3,COC(=O)c1ccc(Sc2ccccc2NS(=O)(=O)c2ccc(NC(C)=O)cc2)nc1
-1.0,7.2,95.0,99.0,5.8,3.8,-0.7,1.0,9.0,O=[N+]([O-])c1ccccc1/C=C/CN1CCSCC1
7.0,0.9,103.0,106.0,2.4,0.6,-31.3,13.4,-1.8,Cn1c(Cn2c(=O)sc3ccccc32)nnc1SCc1ccccn1
1.0,-1.3,103.0,108.0,-0.3,-0.4,28.1,3.5,1.5,O=C(CCN1CCCCC1)N/N=C/c1ccc(Br)cc1
-23.0,3.0,89.0,82.0,-3.6,-3.2,·,-31.4,-14.4,Cc1c(CCOC(=O)c2ccc(N3CCOCC3)c([N+](=O)[O-])c2)sc[n+]1CC#N
12.0,2.3,108.0,110.0,-5.1,-0.4,6.4,7.4,-3.9,O=Cc1c(NCc2cccc(F)c2)c2ccccc2[nH]c1=O
6.0,-4.4,105.0,108.0,5.7,-1.4,35.2,2.4,-3.0,CCOC(=O)c1ccccc1NC(=O)COC(=O)C1=COCCO1
12.0,-4.9,110.0,106.0,1.4,0.2,6.7,9.9,-10.5,CCCc1cc(C(=O)Cc2ccccn2)c(O)cc1O
6.0,-9.7,98.0,97.0,7.3,8.5,-17.0,13.2,2.6,Cc1oc(-c2ccccc2F)nc1CS(=O)CC(=O)NCc1cccs1 (stereo not given)
-6.0,1.6,98.0,98.0,4.5,-3.0,40.2,1.8,-4.7,Cc1ccc(-n2ncc3c(N4CCN(c5ccc(F)cc5)CC4)ncnc32)c(C)c1
-8.0,0.5,92.0,94.0,0.2,3.4,17.5,·,3.2,CCCCN(CCCC)CCNC(=O)c1cn(C)c2ccc(S(=O)(=O)N3CCCC3)cc2c1=O
-4.0,-13.3,118.0,104.0,-4.6,-2.6,-9.4,1.9,-13.3,COc1cc(C=C2C(=O)OC(C)(C)OC2=O)ccc1OCC(=O)Nc1ccccc1
-3.0,3.3,92.0,94.0,-4.3,5.7,9.1,13.5,1.1,CCN(c1ccccc1)S(=O)(=O)c1ccc2c(c1)N(C(C)=O)CCS2
2.0,7.4,105.0,102.0,5.4,4.6,4.3,-12.4,5.4,COc1ccc(-c2nnc(SCC(=O)c3ccc(O)cc3O)o2)cc1
·,3.8,·,·,4.7,-1.5,1.4,8.9,-4.6,Cc1sc(NC(=O)CSc2nnnn2C2CCCCC2)c(C#N)c1C
-2.0,5.4,99.0,95.0,6.3,0.7,·,6.2,0.5,COC(=O)[C@H](Cc1ccccc1)NC(=O)N1CCCCC1
5.0,-4.5,105.0,106.0,-1.0,2.5,·,·,·,COc1ccc(C(CNC(=O)c2ccc(S(=O)(=O)N3CCOCC3)cc2)N2CCCCC2)cc1 (stereo not given)
4.0,18.2,101.0,101.0,3.0,-1.7,·,-5.2,-13.8,CCS(=O)(=O)N1CCN(C2CCC(C)CC2)CC1 (stereo not given)
11.0,2.4,102.0,118.0,4.8,0.4,21.5,-10.6,-15.5,OC(CNCCc1ccc(Cl)cc1Cl)COc1ccccc1 (stereo not given)
2.0,-8.4,110.0,111.0,2.0,-2.6,14.8,-10.7,1.8,O=C(NCCCn1ccnc1)C(F)(F)C(F)(F)C(=O)NCCCn1ccnc1
-5.0,-4.9,99.0,95.0,6.3,-1.4,23.4,1.9,-5.0,O=C(Nc1ccccc1F)c1oc2ccccc2c1NC(=O)C1CC1
-1.0,1.3,100.0,103.0,5.1,·,-25.6,-14.9,16.3,COCC(C)n1c(SCc2ccc(OC)c(F)c2)nc2ccccc2c1=O (stereo not given)
7.0,-0.2,100.0,102.0,-4.6,-5.0,23.7,13.5,-12.7,CCOC(=O)C1CCCN(S(=O)(=O)c2ccc3c(c2)N(C(C)=O)CCO3)C1 (stereo not given)
3.0,-0.4,101.0,102.0,6.6,1.0,-8.7,-8.7,5.5,CN(Cc1ccccc1)c1ncnc(N)c1[N+](=O)[O-]
1.0,-8.9,102.0,94.0,-0.7,0.2,30.7,-4.9,-4.6,COc1ccc(-c2ccc(SCC(=O)c3ccc(F)cc3)nn2)cc1OC
-1.0,-2.4,103.0,104.0,2.0,-1.1,30.3,-19.4,-9.4,O=C(CCCN1C(=O)/C(=C/c2ccccc2Cl)SC1=S)Nc1ccccn1
-13.0,5.8,92.0,96.0,4.0,0.0,6.3,-3.9,-29.1,O=C(NC1=NCCS1)c1nc(-c2ccccc2)n(-c2ccccc2)n1
-3.0,-1.5,100.0,97.0,-1.4,3.7,14.3,11.1,-10.9,CC(=O)C1=C(C)NC2(O)c3ccccc3C(=O)C12O (stereo not given)
3.0,-5.5,106.0,106.0,3.7,0.1,2.9,-17.4,-5.6,COC(=O)CSC1=C(C#N)C(c2ccc(F)cc2)CC(=O)N1 (stereo not given)
-1.0,8.5,101.0,101.0,-2.0,0.1,13.1,-11.8,1.6,O=C(Oc1coc(CSc2ncccn2)cc1=O)c1cccc([N+](=O)[O-])c1
-15.0,-5.2,95.0,89.0,7.5,0.7,-6.1,14.8,-2.7,CC(C)CCn1c(=O)c2ccccc2n2c(CCl)nnc12
-5.0,-3.8,100.0,101.0,-3.7,6.7,8.3,-9.6,-2.6,O=C(C1CCN(S(=O)(=O)c2cccnc2)CC1)N1CCN(c2cccc(Cl)c2)CC1
-1.0,-10.9,102.0,100.0,2.6,-3.0,31.3,10.3,-5.3,Cc1ccc(-n2nc3c(=O)n(CCCC(=O)NCCc4ccccc4C)nc(C)c3c2C)cc1

# Some of the entries so far, bar-delimited.
canonical_smiles | MEKK2 mut-MEK5 | PfM18AAP inh | MEKK3 PB1 HTS | MEKK2 WT-MEK5 | IDE cell activ | IDE cell inh | NALP1 yeast inh | SUMO HTRF inh | p-CIP stab down
COC(=O)CSC1=C(C#N)C(c2ccc(F)cc2)CC(=O)N1 (stereo not given) | 3.0 | -5.5 | 106.0 | 106.0 | 3.7 | 0.1 | 2.9 | -17.4 | -5.6
O=C(Oc1coc(CSc2ncccn2)cc1=O)c1cccc([N+](=O)[O-])c1 | -1.0 | 8.5 | 101.0 | 101.0 | -2.0 | 0.1 | 13.1 | -11.8 | 1.6
CC(C)CCn1c(=O)c2ccccc2n2c(CCl)nnc12 | -15.0 | -5.2 | 95.0 | 89.0 | 7.5 | 0.7 | -6.1 | 14.8 | -2.7

# (list continues)
MEKK2 mut-MEK5,PfM18AAP inh,MEKK3 PB1 HTS,MEKK2 WT-MEK5,IDE cell activ,IDE cell inh,NALP1 yeast inh,SUMO HTRF inh,p-CIP stab down,Molecule
5.0,4.5,107.0,101.0,-12.7,4.2,23.7*,-5.7,-5.5,Cc1cc2nc(-c3ccc(SCC(=O)N4CCc5ccccc54)nc3)[nH]c2cc1C
-1.0,5.8,103.0,95.0,2.7,-1.0,-17.1,-8.2,0.3,CCNC(=S)N/N=C/c1cc(C)n(-c2ccc(Cl)cc2)c1C
7.0,2.1,98.0,102.0,5.6,0.3,38.5*,7.1,-7.2,Cc1ccc(NC(=O)Nc2ccc3c(c2)CCC3)cc1
4.0,1.0,103.0,105.0,3.7,-1.4,15.8,-1.7,1.2,COc1ccc(S(=O)(=O)N2CCC(n3cnc4ccccc43)CC2)cc1
4.0,0.8,97.0,95.0,7.8,-2.6,-23.2,-30.3,-9.2,O=C1c2ccccc2S(=O)(=O)N1CC(O)Cn1c2ccccc2c2ccccc21 (stereo not given)
-2.0,-1.6,99.0,94.0,10.4,-3.2,16.9,-12.8,-5.2,COc1ccc(C2NC(Cc3ccccc3)(C(=O)O)C3C(=O)N(c4ccccc4OC)C(=O)C23)cc1 (stereo not given)
6.0,-1.4,108.0,153.0*,8.2,-3.5,0.7,-6.6,-22.8,Cc1c(CCOC(=O)CC23CC4CC(CC(C)(C4)C2)C3)sc[n+]1CC(=O)c1ccccc1
-2.0,2.1,98.0,97.0,2.9,2.3,9.6,11.9,-2.2,CCC(=O)NCc1cc(-c2nn(C)c(=O)c3ccccc23)ccc1C
6.0,-11.2,96.0,99.0,1.5,0.5,34.7,42.9,5.0,COc1cc(/C=C2/SC(N)=NC2=O)ccc1Oc1ccc([N+](=O)[O-])cc1[N+](=O)[O-]
3.0,-0.6,104.0,105.0,-2.6,8.5,4.2,-4.5,-10.9,Cc1cccc(-c2nc3c(c(SCC(=O)N4CCOCC4)n2)COC(C)(C)C3)c1
6.0,5.5,111.0,119.0,4.9,-4.4,19.9,18.8,-8.4,CC1=C(C)CC(C(=O)N2CCN(Cc3ccccc3)CC2)C(C(=O)O)C1 (stereo not given)
6.0,3.2,97.0,97.0,-2.2,-0.1,14.0,14.4,2.9,Cc1ccc(NC(=O)C2CCCN(c3ncccn3)C2)cc1C (stereo not given)
3.0,0.8,106.0,133.0,-2.1,-1.8,13.5,-13.0,-3.7,CCOC(=O)c1sc(NC(=O)Nc2ccccc2Cl)cc1C
4.0,-6.4,105.0,110.0,8.2,0.0,9.0,20.0,-5.8,CCn1nnnc1SCC(=O)c1ccc(NC(C)=O)cc1
20.0,-7.0,102.0,19.0*,·,-8.8,8.9,21.0,-13.0,Cc1ccc2c(c1)c1c(n2CC(O)CN2CCOCC2)CCCC1 (stereo not given)
-5.0,6.5,97.0,95.0,-0.3,-2.4,-7.0,3.4,-9.2,CCNC(=S)N(Cc1ccco1)Cc1cc2cc(OCC)ccc2[nH]c1=O
8.0,-7.6,113.0,107.0,-3.9,1.1,-14.5,25.7,-3.4,S=c1[nH]c2ccccc2c2ccccc12
-1.0,0.9,101.0,99.0,-0.5,-3.7,-3.1,4.3,-7.1,CN1/C(=C\C(=O)COC(=O)c2ccc([N+](=O)[O-])o2)C(C)(C)c2ccccc21
2.0,16.8,104.0,112.0,-3.5,-5.0,16.2,2.8,-2.4,CCOc1ccc(CNc2ccc(N3CCN(Cc4ccccc4)CC3)cc2)cc1
1.0,6.4,100.0,100.0,7.5,0.5,0.5,13.8,-6.2,CCN(CC)C(=O)CSc1nc2nc(C)cc(C)c2c(=O)[nH]1
4.0,4.2,99.0,100.0,-2.7,-4.4,-4.4,-6.1,-15.3,Cc1ccc(N2C(N)=C(C#N)C(c3ccsc3)C3=C2CC(C)(C)CC3=O)cc1 (stereo not given)
10.0,0.6,100.0,101.0,4.5,2.4,23.8,17.7,-20.3,CCOC(=O)COn1c(=O)c(-c2ccccc2)[n+]([O-])c2ccccc21
18.0,6.5,108.0,118.0,0.1,-3.6,9.9,18.2,-9.1,O=C(NCCN1CCN(c2ccc([N+](=O)[O-])cc2)CC1)NCc1ccccc1
-18.0,-2.4,82.0,88.0,-1.3,0.2,18.4,8.1,-4.7,COc1ccc(NC(=O)c2nn(C)cc2[N+](=O)[O-])cc1
-6.0,-9.7,92.0,93.0,4.4,0.9,-14.0,-2.0,-3.2,Cc1ccc(-n2ncc3c(NNC(=O)c4ccco4)ncnc32)c(C)c1
-1.0,-4.0,100.0,102.0,4.5,-2.6,14.0,19.7,9.6,O=C(NCc1cccs1)c1ccc2ccccc2n1
-10.0,1.5,101.0,89.0,8.0,-0.1,-4.1,4.5,4.4,CCOCCCNC(=O)c1ccc2c(=O)n(CCCOCC)c(=S)[nH]c2c1

# Source: PubChem

# Only part of the results is shown (hit frequency here may not be typical).
